# BoNT A protease: blocks Botulinum neurotoxin A light chain protease; 360,000 compounds, 0.17% hits; inhibition, % at 10 µM; multiplex microsphere protease substrate cleavage, flow cytometry; also: plate controls were buffer without enzyme for full effect and enzyme alone for no effect
# CCHF vOTU inh: CCHFV vOTU protease inhibition | Pep-AMC fluorescence | inhibition, % at 11.5 µM | AID 651958 | 370,000 compounds, 0.55% hits; in the data active = inhibition above about 30%; also: 0% = vehicle wells with enzyme and 100% = no enzyme wells
# TcdB inh: TcdB glycohydrolase inhibition; P18177; TcdB glycohydrolase enzymatic assay, plate reader; inhibition, % at 9.99 µM; 350,000 compounds, 0.24% hits; AID 652162; in the data active = inhibition above about 10%
# Target sequence (P18177 whole entry, looked up): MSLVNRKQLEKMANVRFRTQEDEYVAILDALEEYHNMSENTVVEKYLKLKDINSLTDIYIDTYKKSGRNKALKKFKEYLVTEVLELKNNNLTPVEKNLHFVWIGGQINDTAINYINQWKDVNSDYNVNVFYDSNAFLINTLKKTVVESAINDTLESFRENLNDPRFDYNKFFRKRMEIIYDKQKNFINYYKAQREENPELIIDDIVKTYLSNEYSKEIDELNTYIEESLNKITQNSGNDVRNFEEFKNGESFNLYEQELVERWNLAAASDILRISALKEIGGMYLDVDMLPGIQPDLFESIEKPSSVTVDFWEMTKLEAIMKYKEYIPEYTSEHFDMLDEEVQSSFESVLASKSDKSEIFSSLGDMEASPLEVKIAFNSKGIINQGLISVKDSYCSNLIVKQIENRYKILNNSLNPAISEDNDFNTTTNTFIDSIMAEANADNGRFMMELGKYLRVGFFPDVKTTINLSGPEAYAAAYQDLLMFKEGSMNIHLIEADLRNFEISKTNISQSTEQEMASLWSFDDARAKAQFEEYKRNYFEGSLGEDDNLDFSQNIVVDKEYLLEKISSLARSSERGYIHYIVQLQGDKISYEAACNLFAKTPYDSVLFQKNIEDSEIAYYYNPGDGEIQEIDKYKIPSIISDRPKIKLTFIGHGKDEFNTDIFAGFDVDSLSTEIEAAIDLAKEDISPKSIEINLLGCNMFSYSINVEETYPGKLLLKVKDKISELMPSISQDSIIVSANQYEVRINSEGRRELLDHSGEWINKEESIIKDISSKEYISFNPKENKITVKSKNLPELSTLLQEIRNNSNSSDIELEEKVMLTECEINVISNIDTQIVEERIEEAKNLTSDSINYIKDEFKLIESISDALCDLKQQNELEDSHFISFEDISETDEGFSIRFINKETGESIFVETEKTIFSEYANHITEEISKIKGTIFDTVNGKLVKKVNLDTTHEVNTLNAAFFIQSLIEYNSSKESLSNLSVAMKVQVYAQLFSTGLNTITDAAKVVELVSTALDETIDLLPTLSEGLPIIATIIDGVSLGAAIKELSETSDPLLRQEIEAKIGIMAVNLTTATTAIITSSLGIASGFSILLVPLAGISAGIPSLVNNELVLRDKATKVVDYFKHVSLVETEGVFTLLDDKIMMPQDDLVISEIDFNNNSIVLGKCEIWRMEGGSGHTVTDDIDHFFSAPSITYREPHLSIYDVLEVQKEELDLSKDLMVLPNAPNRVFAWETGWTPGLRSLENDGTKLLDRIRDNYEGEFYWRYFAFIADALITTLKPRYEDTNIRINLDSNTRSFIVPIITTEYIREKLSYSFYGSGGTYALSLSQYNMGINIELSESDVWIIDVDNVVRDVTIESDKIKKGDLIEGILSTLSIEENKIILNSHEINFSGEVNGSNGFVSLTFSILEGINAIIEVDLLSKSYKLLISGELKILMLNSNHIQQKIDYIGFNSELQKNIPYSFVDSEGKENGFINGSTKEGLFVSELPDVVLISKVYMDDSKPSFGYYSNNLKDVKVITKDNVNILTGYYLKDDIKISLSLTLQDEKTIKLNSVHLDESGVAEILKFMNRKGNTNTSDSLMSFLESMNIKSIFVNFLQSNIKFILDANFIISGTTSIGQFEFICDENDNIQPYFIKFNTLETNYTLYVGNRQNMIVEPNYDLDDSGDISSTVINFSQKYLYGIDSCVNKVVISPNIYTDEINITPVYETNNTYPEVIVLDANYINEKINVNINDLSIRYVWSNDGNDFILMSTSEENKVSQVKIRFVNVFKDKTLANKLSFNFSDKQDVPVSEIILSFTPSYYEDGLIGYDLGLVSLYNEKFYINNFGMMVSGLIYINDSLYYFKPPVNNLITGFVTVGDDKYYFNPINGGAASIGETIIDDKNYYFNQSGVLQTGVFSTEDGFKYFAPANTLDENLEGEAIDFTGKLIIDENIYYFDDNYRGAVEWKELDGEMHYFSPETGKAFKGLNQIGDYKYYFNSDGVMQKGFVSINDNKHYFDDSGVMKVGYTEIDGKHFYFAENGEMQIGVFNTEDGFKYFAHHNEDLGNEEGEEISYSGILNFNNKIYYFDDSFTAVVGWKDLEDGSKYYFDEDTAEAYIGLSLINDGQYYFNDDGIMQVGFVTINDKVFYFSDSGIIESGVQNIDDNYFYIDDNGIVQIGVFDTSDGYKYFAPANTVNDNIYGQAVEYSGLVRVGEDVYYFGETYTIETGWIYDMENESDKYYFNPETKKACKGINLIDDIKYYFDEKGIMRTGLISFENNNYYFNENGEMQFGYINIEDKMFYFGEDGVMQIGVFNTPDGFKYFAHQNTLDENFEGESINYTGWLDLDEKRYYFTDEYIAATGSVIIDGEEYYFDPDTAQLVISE
# Y pestis TopoI: blocks Yersinia pestis topoisomerase I activity. AID 504884. activity, % at 10 µM. Y. pestis Topo-I cleavage product accumulation, plate reader. 360,000 compounds, 0.064% hits; in the data active = activity above about 50%, passing the limit was not always enough; inconclusive = no clear call, values can overlap the other calls; also: inactives centre near 2
# Anthrax LF inh2: anthrax lethal factor protease inhibition; 360,000 compounds, 0.12% hits; inhibition, % at 10 µM; P15917; multiplex microsphere protease cleavage assay, LF; AID 588501; also: plate controls were buffer without enzyme for full effect and enzyme alone for no effect
# FadD28 FP inh: M. tuberculosis FadD28 bisubstrate binding inhibition; 360,000 compounds, 0.22% hits; FadD28 bisubstrate probe binding, fluorescence polarization; AID 588549; inhibition, % at 12.5 µM; in the data active = inhibition above about 8.5%, passing the limit was not always enough; inconclusive = no clear call, values can overlap the other calls
# PrPC surface inh: inhibitors of human cell surface prion protein PrPC | inhibition, % at 13.8 µM | AID 720596 | P04156 | TR-FRET read-out | 370,000 compounds, 0.43% hits; in the data active = inhibition above about 24%; also: 0% = median of the test wells and 100% = reference compound wells
# BoNT-F LC inh: BoNT F light chain protease inhibition; Multiplex microsphere protease cleavage assay, flow cytometry; inhibition, % at 10 µM; 360,000 compounds, 0.22% hits; in the data active = inhibition above about 35%, passing the limit was not always enough; inconclusive = no clear call, values can overlap the other calls; also: plate controls were buffer without enzyme for full effect and enzyme alone for no effect
# PfHsp40 rescue: restores yeast growth despite PfHsp40 toxicity; S. cerevisiae expressing PfHsp40, growth rescue, ATP luminescence; 340,000 compounds, 0.68% hits; AID 504582; growth rescue, % at 12.5 µM; in the data active = growth rescue above about 28%, passing the limit was not always enough; inconclusive = no clear call, values can overlap the other calls;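 also: yeast W303a lacking pdr1 and pdr3 grown in galactose medium; growth measured after three days at 30 °C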
# * hit, by the source's call; ? = inconclusive; . = no result given. Rule as the data show it, unless noted: active = inhibition above about 30%; inconclusive = no clear call, values can overlap the other calls; inactive = below that.
(1) CC(Nc1nc(N2CCOCC2)nc2ccccc12)c1ccccc1 (stereo not given)
(2) Cc1ccc(SCCC(=O)OCC(=O)Nc2ccc(S(N)(=O)=O)cc2)cc1
(3) CCCCN1C(=O)C(C(=O)OCC)CC2=C1CCCC2=O (stereo not given)
(4) O=C(O)C/C(=C\c1cccc(NC(=O)c2ccccc2Cl)c1)c1nc2ccccc2s1
(5) Cc1cc(C)c2c(=O)n(-c3ccccc3)[nH]c2n1
(6) Cc1ccc(CNC(=O)COC(=O)COc2ccc(C#N)cc2)cc1
(7) CC(=O)N1CCN(S(=O)(=O)c2cccc(C(=O)NC3CCC(C)CC3)c2)CC1 (stereo not given)
(8) COc1cc(-c2cnc3c(NC=O)cc(-c4cccc(C(=O)NCCN(C)C)c4)cn23)cc(OC)c1OC

Compound	1	2	3	4	5	6	7	8
BoNT A protease	-1.2	-0.5	-0.6	-1.4	0.6	1.5	0.1	2.3
CCHF vOTU inh	-55	5	-6	26	13	2	-10	13
TcdB inh	1.8	0.6	4.6	-0.8	.	0.6	-0.2	-0.3
Y pestis TopoI	-1	12	2	18	-5	1	5	-8
Anthrax LF inh2	-5	2	-5	2	-8	5	-2	-5
FadD28 FP inh	-2.2	0.2	-1.6	-2.3	-0.2	.	1.2	0.2
PrPC surface inh	-2	9	-8	-8	4	6	-1	-18
BoNT-F LC inh	2	4	-1	-4	-2	0	-1	-16
PfHsp40 rescue	-0.2	-1.1	0.7	28*	-0.3	0.0	0.3	.

(9) COc1ccc(CCN(C(=O)c2snc(C(N)=O)c2N)C(C)C(=O)NC2CCCCC2)cc1OC (stereo not given)
(10) O=C(c1ccc(Cl)cc1)c1c[nH]cc1-c1ccccc1
(11) CCOc1ccc(N(CC(=O)NCCSCc2ccco2)S(=O)(=O)c2ccc(C)cc2)cc1
(12) O=C(COc1ccc(/C=N/NC(=O)c2ccccc2)cc1)Nc1ccc([N+](=O)[O-])cc1
(13) C/C(CC(=O)Nc1ccc([N+](=O)[O-])cc1)=N/NC(=O)C1CC12CCC2 (stereo not given)
(14) CC1CN(S(=O)(=O)c2cccc(C(=O)Nc3ccccc3N3CCOCC3)c2)CC(C)O1 (stereo not given)
(15) COc1cc(C(=O)NCCc2cc3c(OC)ccc(OC)c3[nH]c2=O)cc(OC)c1OC
(16) O=C(Nc1ccccc1N1CCOCC1)c1ccc(Br)o1

Compound	9	10	11	12	13	14	15	16
BoNT A protease	1.7	0.1	-0.6	1.1	-0.6	-2.4	-0.4	-0.4
CCHF vOTU inh	5	6	-6	11	19	1	22	3
TcdB inh	1.2	.	0.6	.	-3.4	1.3	0.6	1.5
Y pestis TopoI	3	4	17	0	-8	27	-1	-1
Anthrax LF inh2	1	-5	0	7	-1	1	-1	?
FadD28 FP inh	0.5	-3.8	-3.3	-5.4	-5.2	-0.6	-0.1	-0.1
PrPC surface inh	-6	-7	-3	-1	5	-7	1	-8
BoNT-F LC inh	-3	10	-7	?	4	-7	-6	-13
PfHsp40 rescue	-0.7	0.0	0.7	-0.6	-1.3	1.0	0.6	0.0

(17) O=C(COC(=O)c1ncc(Cl)c(Cl)c1Cl)Nc1ccccc1OC(F)F
(18) NS(=O)(=O)c1ccc(CCNC(=O)c2ccc[nH]c2=S)cc1
(19) FC(F)(F)c1cccc(N2CCN(C(=S)NC3CCCCC3)CC2)c1
(20) Cc1ccc(S(=O)(=O)NCCC(=O)NCC(c2ccco2)N2CCCCC2)cc1C (stereo not given)
(21) OC(CN1CCOCC1)Cn1c2ccccc2c2ccccc21 (stereo not given)
(22) Cc1cc(N2C(=O)C(O)=C(C(=O)c3cccs3)C2c2cccc(O)c2)no1 (stereo not given)
(23) Cc1onc(-c2ccccc2Cl)c1C(=O)N1CCC(C)CC1
(24) COc1ccc(-c2cc(=O)oc(-c3cccc(C)c3)n2)cc1

Compound	17	18	19	20	21	22	23	24
BoNT A protease	0.3	-0.2	0.0	-0.9	-3.3	0.2	1.5	-0.6
CCHF vOTU inh	19	5	-10	-6	-7	18	4	9
TcdB inh	0.4	2.2	.	-1.0	0.0	.	0.6	-0.3
Y pestis TopoI	3	-12	16	19	4	-5	6	-5
Anthrax LF inh2	0	-1	-3	-2	-20	-1	16	-7
FadD28 FP inh	-2.1	-3.8	-3.2	0.9	0.8	-4.1	-2.2	-3.2
PrPC surface inh	4	-7	7	2	-2	-1	7	-1
BoNT-F LC inh	0	-30	0	-1	-16	0	19	?
PfHsp40 rescue	-1.1	-1.3	37*	-0.2	-0.6	0.9	-0.5	0.2

(25) COc1ccc(C)cc1NC(=O)Cc1csc(NC(=O)Nc2ccccc2OC)n1
(26) O=C(O)CCSc1nc2ccccc2n1Cc1ccccc1
(27) CC(N)Cc1c[nH]c2ccc(O)cc12 (stereo not given)
(28) CCOc1ccc(-c2cc(N3C(=O)Nc4ccccc4N3O)on2)cc1
(29) COc1ccc(Nc2cc(C(=O)N3CCc4ccccc4C3)c3ccccc3n2)c(OC)c1
(30) COc1cc(C(=O)c2ccc3c(c2)OCO3)cc(OC)c1OC
(31) Cc1cc(NC(=O)CSc2nnc(CNc3ccc(F)cc3)n2C2CCCCC2)no1
(32) CCOC(=O)N1CCN(C(=O)CN(C2CCCCC2)S(=O)(=O)c2c(C)cc(C)cc2C)CC1

Compound	25	26	27	28	29	30	31	32
BoNT A protease	-0.1	-3.0	-0.7	-0.4	0.2	0.0	0.2	-0.4
CCHF vOTU inh	6	10	2	7	14	1	6	-1
TcdB inh	-3.3	0.9	2.3	.	-1.1	0.2	.	.
Y pestis TopoI	3	6	-1	5	-6	10	15	13
Anthrax LF inh2	4	3	-4	-2	-2	-4	-2	-5
FadD28 FP inh	-4.0	-3.0	-9.5	-3.4	-0.1	-2.6	-1.0	-2.8
PrPC surface inh	0	-5	8	-6	8	9	2	5
BoNT-F LC inh	-3	2	-4	-16	-21	-6	1	-3
PfHsp40 rescue	.	-1.1	6.4	0.3	0.7	-0.7	4.4	0.8

(33) COCCNC(=O)COC(=O)C1=Cc2ccccc2OC1
(34) C/C(=N\Nc1nc(-c2ccccc2)cs1)c1cccs1
(35) CCN1CCc2c(sc3c2c(NCc2ccco2)nc2nnnn23)C1
(36) CCN(C(=O)COC(=O)c1cc(Cl)ccc1OC)c1c(N)n(Cc2ccccc2)c(=O)[nH]c1=O
(37) Cc1ccc(Cl)cc1NC(=O)CCN1C(=O)C2C3CCC(C3)C2C1=O (stereo not given)
(38) O=C(CCc1nc2sc3c(c2c(=O)[nH]1)CCCC3)N1CCN(c2ccccc2)CC1
(39) Cc1cccc(C(=O)N/N=C/c2ccc[nH]2)c1
(40) COc1ccc2oc(=N)c(C(=O)Nc3ccc(Cl)cc3)cc2c1

Compound	33	34	35	36	37	38	39	40
BoNT A protease	-1.3	0.4	2.6	0.0	0.0	7.4	1.7	2.3
CCHF vOTU inh	-6	-13	-49	-4	-13	-9	14	-19
TcdB inh	1.7	.	.	2.5	0.3	3.7	3.2	-0.8
Y pestis TopoI	-3	-5	2	11	-2	7	8	-9
Anthrax LF inh2	1	-15	-16	-5	-1	3	1	7
FadD28 FP inh	-5.1	-1.5	-3.1	-0.1	-0.8	-0.4	-0.2	-0.7
PrPC surface inh	8	2	-8	-8	-1	-2	5	7
BoNT-F LC inh	0	-33	-64	-1	-2	8	-3	15
PfHsp40 rescue	-2.2	8.9	-0.5	-0.6	-0.6	-1.0	0.0	1.1

(41) O=C(CNCc1cccs1)Nc1ccc(OC(F)(F)F)cc1
(42) Cc1ccc(C)c(-n2c(Cc3cccs3)n[nH]c2=S)c1
(43) Cc1onc(C(=O)Nc2ccccc2C(F)(F)F)c1[N+](=O)[O-]
(44) CN1CCN(c2cnn(-c3ccccc3)c(=O)c2Br)CC1
(45) CC(=O)Nc1ccc(NC(=O)c2ccc(-n3c(C)ccc3C)cc2)cc1
(46) COC(=O)C1CCN(Cc2ccc(OCCCN3CCN(c4ccc([N+](=O)[O-])cc4)CC3)cc2)CC1
(47) COc1ccc(-n2c(CN3CCN(c4ccc(F)cc4)CC3)nc3ccc([N+](=O)[O-])cc3c2=O)c(OC)c1
(48) CCC1(O)CC(c2ccccc2)=NN1C(=O)c1ccccc1F (stereo not given)

Compound	41	42	43	44	45	46	47	48
BoNT A protease	0.8	0.2	-0.6	0.5	-6.5	1.1	-2.6	-3.8
CCHF vOTU inh	-4	6	5	0	-7	8	8	10
TcdB inh	1.4	-0.9	1.8	4.0	.	-0.3	0.3	0.4
Y pestis TopoI	1	-3	-4	2	-1	19	16	-4
Anthrax LF inh2	14	-1	-4	3	-3	-6	-2	15
FadD28 FP inh	.	0.1	-3.4	-0.8	-1.1	0.5	-1.3	-1.5
PrPC surface inh	1	3	4	-2	-5	-22	-7	5
BoNT-F LC inh	-11	-2	7	6	-38	0	?	?
PfHsp40 rescue	-0.5	-0.7	-1.1	-0.7	-0.2	-0.5	-1.2	1.1

# Another view of 8 compounds above.
no. | structure | BoNT A protease | CCHF vOTU inh | TcdB inh | Y pestis TopoI | Anthrax LF inh2 | FadD28 FP inh | PrPC surface inh | BoNT-F LC inh | PfHsp40 rescue
41 | O=C(CNCc1cccs1)Nc1ccc(OC(F)(F)F)cc1 | 0.8 | -4 | 1.4 | 1 | 14 | . | 1 | -11 | -0.5
42 | Cc1ccc(C)c(-n2c(Cc3cccs3)n[nH]c2=S)c1 | 0.2 | 6 | -0.9 | -3 | -1 | 0.1 | 3 | -2 | -0.7
43 | Cc1onc(C(=O)Nc2ccccc2C(F)(F)F)c1[N+](=O)[O-] | -0.6 | 5 | 1.8 | -4 | -4 | -3.4 | 4 | 7 | -1.1
44 | CN1CCN(c2cnn(-c3ccccc3)c(=O)c2Br)CC1 | 0.5 | 0 | 4.0 | 2 | 3 | -0.8 | -2 | 6 | -0.7
45 | CC(=O)Nc1ccc(NC(=O)c2ccc(-n3c(C)ccc3C)cc2)cc1 | -6.5 | -7 | . | -1 | -3 | -1.1 | -5 | -38 | -0.2
46 | COC(=O)C1CCN(Cc2ccc(OCCCN3CCN(c4ccc([N+](=O)[O-])cc4)CC3)cc2)CC1 | 1.1 | 8 | -0.3 | 19 | -6 | 0.5 | -22 | 0 | -0.5
47 | COc1ccc(-n2c(CN3CCN(c4ccc(F)cc4)CC3)nc3ccc([N+](=O)[O-])cc3c2=O)c(OC)c1 | -2.6 | 8 | 0.3 | 16 | -2 | -1.3 | -7 | ? | -1.2
48 | CCC1(O)CC(c2ccccc2)=NN1C(=O)c1ccccc1F (stereo not given) | -3.8 | 10 | 0.4 | -4 | 15 | -1.5 | 5 | ? | 1.1

# The list continues:
(49) CC(C)(C)C(=O)NC(NC(=S)Nc1ccc(S(N)(=O)=O)cc1)C(Cl)(Cl)Cl (stereo not given)
(50) CC1C(=O)N2CCCc3cc(NC(=O)C(=O)NCCc4c[nH]c5ccccc45)cc1c32 (stereo not given)
(51) CC(=O)C(=Cc1ccc(O)cc1)C(C)=O
(52) Nc1c(Cl)ncnc1N/N=C/c1ccc(O)cc1
(53) Cc1ccc(C(=O)Nc2cccc3cccnc23)cc1Br
(54) Cc1ccc(C(=O)C2Oc3ccccc3C3CC(c4ccc(C)cc4)=NN23)cc1 (stereo not given)
(55) O=C(c1cc(-c2ccc(Cl)cc2)n[nH]1)N1CCN(C(=O)c2ccco2)CC1
(56) O=C1NC[C@@H](Cc2cccc3ccccc23)N(CCC23CC4CC(CC(C4)C2)C3)C1=O
(57) Cc1ccc(Cl)cc1N1CCN(C(=S)NCCc2ccccc2)CC1

Compound	49	50	51	52	53	54	55	56	57
BoNT A protease	0.2	-3.4	-8.7	-0.9	0.6	-1.7	0.2	-0.9	-1.7
CCHF vOTU inh	-9	-10	1	2	-7	2	2	2	9
TcdB inh	.	2.4	1.0	2.0	2.0	-0.1	2.4	.	0.6
Y pestis TopoI	-9	8	5	-1	-6	-3	6	10	-1
Anthrax LF inh2	-3	0	6	-10	10	0	-2	-5	-6
FadD28 FP inh	-4.0	-1.6	-1.1	-3.0	-2.6	-3.2	-0.6	-2.3	-1.3
PrPC surface inh	4	4	1	-24	2	1	1	-2	-6
BoNT-F LC inh	3	0	?	1	-4	-11	2	-8	-10
PfHsp40 rescue	-1.7	-0.4	1.0	-1.3	.	-0.2	0.2	0.7	2.8

# Assay outcomes (PubChem)
